Scp1 inh: Scp-1 phosphatase inhibitors, primary screen, biochemical, colorimetric, uHTS | Carboxy-terminal domain RNA polymerase II polypeptide A small phosphatase 1 (Homo … | Recombinant Scp1, phosphopeptide, malachite green phosphate absorbance | inhibition, % at 20 µM | 340,000 compounds, 0.88% hits;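 active means inhibition above about 50% at 20 µM, limit read from the data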;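 further: plate controls were DMSO wells with enzyme for no effect and wells lacking enzyme for full effect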
Target sequence (Q9GZU7 76-261 limits assumed): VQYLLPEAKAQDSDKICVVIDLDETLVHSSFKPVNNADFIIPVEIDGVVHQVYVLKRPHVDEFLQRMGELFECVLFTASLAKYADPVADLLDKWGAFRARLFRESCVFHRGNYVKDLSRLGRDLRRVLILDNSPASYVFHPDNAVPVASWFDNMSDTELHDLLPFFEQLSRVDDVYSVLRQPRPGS
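Times: enzyme reaction 45 min at room temperature, colour 5 min, stabilisation 30 min. Material: SCP-1 catalytic fragment, aa 76-261. Medium: Acidic Tris acetate buffer with magnesium and detergent. Signal: colorimetric free-phosphate detection, absorbance 630 nm. Read-out basis: % inhibition of SCP-1 phosphate liberation. Reagent: Phosphorylated 17-residue peptide substrate.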
LMPTP inh: LMPTP phosphatase inhibitors, primary screen, biochemical, fluorescence intensity, uHTS; AID 651560, 2012; 360,000 compounds, 0.22% hits; recombinant LMPTP-A, OMFP fluorogenic substrate; Low molecular weight phosphotyrosine protein phosphatase (Homo sapiens), P24666; inhibition, % at 20 µM;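 active means compounds that cut the enzyme signal by at least half of the control window in the single-dose screen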;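 further: plate controls were DMSO wells with enzyme plus substrate for no effect and substrate without enzyme for full effect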
Target sequence (P24666 whole entry, looked up): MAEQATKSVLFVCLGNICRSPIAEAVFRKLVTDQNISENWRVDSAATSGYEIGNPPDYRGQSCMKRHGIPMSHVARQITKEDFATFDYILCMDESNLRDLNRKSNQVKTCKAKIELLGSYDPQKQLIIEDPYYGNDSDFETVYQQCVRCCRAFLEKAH
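Test system: LMPTP-A, protein tyrosine phosphatase of low molecular weight; Input: 0.625 nM enzyme; Incubation: 50 min dark incubation at room temperature; Signal: endpoint fluorescence intensity from OMFP dephosphorylation; Read-out basis: % inhibition versus control wells.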
SKN-1 inh: suppressors of acrylamide-induced Pgst-4::GFP reporter in worms, primary screen, SKN-1 inhibitor project, whole organism, uHTS, GFP/RFP fluorescence ratio, strain VP596. C. elegans VP596 Pgst-4::GFP/RFP ratio, 24 h. 360,000 compounds, 0.49% hits. inhibition, % at 21.8 µM;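 active means interference check ratio from 0.5 to 1.5 plus GFP to RFP signal ratio inhibition reaching or exceeding a fixed threshold, cut at about 30% in these data, passing the limit was not always enough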; further: some compounds called inactive have numbers as strong as hits
MT1-MMP act inh: blockers of MT1-MMP proenzyme processing, primary screen, HT1080 RFP-PRO-GFP cells, GFP/RFP fluorescence. Matrix metalloproteinase-14 (Homo sapiens), P50281. GFP/RFP ratio fluorescence, overnight; percent of plate control window, DMSO zero. GFP/RFP ratio change, % at 20 µM. 360,000 compounds, 0.061% hits;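 active means GFP/RFP ratio change of at least 30% with cell ATP level not reduced by more than half and red fluorescence within 50% of control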; further: strong numbers were not always called active
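Material: RFP-PRO-GFP reporter HT1080 cells. Dosing: single-point 20 µM compound, 1% DMSO. Controls: DMSO and RFP-L50D-GFP cell wells. Timing: cells overnight before dosing, compound overnight, 37 °C, 5% CO2. Measure: GFP/RFP fluorescence ratio.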
NadD inh: inhibitors of S. aureus NadD, primary screen, biochemical, colorimetric, uHTS; Nicotinate-nucleotide adenylyltransferase NadD (Staphylococcus aureus N315); purified NadD enzyme, colorimetric absorbance read-out; inhibition, % at 20 µM; 360,000 compounds, 0.78% hits; AID 602399, 2012; in the data active means inhibition above about 26%; further: some compounds past the cut are filed as inactive
SUMO1 PPI mod: modulators of SUMO1 protein-protein interactions, primary screen, biochemical, uHTS | SUMO1 binding to a labelled peptide, TR-FRET, 1 h | inhibition, % at 20 µM | 360,000 compounds, 0.33% hits | AID 602429, 2012; in the data active means inhibition above about 37%
Target sequence (P63165 whole entry, looked up): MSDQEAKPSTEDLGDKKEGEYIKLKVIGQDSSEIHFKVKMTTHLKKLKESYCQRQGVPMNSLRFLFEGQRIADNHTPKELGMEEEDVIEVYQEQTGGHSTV
STEP inh: STEP phosphatase inhibitors, primary screen, biochemical, fluorescence intensity, uHTS; AID 588621, 2011; inhibition, % at 20 µM; 360,000 compounds, 0.25% hits; recombinant STEP, OMFP fluorogenic substrate; Tyrosine-protein phosphatase non-receptor type 5 (Homo sapiens), P54829;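 active means inhibition at 20 µM, scaled per plate between control wells, above about 37%, limit read from the data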;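 further: 0% = DMSO with enzyme and substrate and 100% = substrate only without enzyme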
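medium = Bis-Tris buffer pH 6.0, 2.5 mM DTT, 0.005% Tween 20 | test system = STEP (striatal-enriched tyrosine phosphatase) enzyme, cell-free | measure = normalized % inhibition | compound dosing = 20 µM, 1% DMSO | also added = 25 µM OMFP | schedule = reaction 20 min, ambient temperature | measured by = fluorescence read at 480 nm ex / 540 nm em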
Rpn11 inh: Rpn11 (PSMD14) deubiquitinase inhibitors, primary screen, biochemical, fluorescence polarization, uHTS; calls only at 20 µM; AID 588493, 2011; 360,000 compounds, 0.59% hits; human 26S proteasome, Ub4-pepOG fluorescence polarization; 20S core pre-blocked with epoxomicin;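 active means inhibition at 20 µM, scaled to each plate's controls, above about 33%, limit read from the data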
Target sequence (O00487 whole entry, looked up): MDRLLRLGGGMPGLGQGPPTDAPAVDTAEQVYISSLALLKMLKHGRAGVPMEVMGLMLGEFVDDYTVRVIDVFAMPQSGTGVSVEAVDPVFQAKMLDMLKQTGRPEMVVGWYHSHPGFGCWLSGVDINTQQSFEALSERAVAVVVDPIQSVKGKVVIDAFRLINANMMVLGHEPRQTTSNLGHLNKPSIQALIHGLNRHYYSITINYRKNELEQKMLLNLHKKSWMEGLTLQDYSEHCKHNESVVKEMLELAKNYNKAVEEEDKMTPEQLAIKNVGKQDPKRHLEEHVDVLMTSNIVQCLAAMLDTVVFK
NRP1-CendR mod: modulators of CendR peptide binding to NRP-1, primary screen, biochemical, fluorescence polarization, uHTS | Neuropilin-1 (Homo sapiens), O14786 | FAM-RPARPAR peptide binding to NRP-1 | inhibition, % at 25 µM | 360,000 compounds, 0.85% hits | AID 602438, 2012;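 active means inhibition or corrected inhibition above about 18%, plus a signal ratio from 0.5 to 1.5, limit read from the data, passing the limit was not always enough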; further: strong numbers were not always called active
DNMT1 inh: human DNMT1 methyltransferase inhibitors, primary screen, biochemical, molecular beacon, fluorescence, HinP1I cleavage, uHTS | AID 588458, 2011 | 360,000 compounds, 0.83% hits | inhibition (reported as % activation of signal), % at 10 µM | DNA (cytosine-5)-methyltransferase 1 (Homo sapiens), P26358; in the data active means inhibition above about 50%
* hit, by the source's call; i = inactive; / = not tested or not shown. No enrichment for hits (roughly 3.9% active in at least one column).

SMILES	Scp1 inh	LMPTP inh	SKN-1 inh	MT1-MMP act inh	NadD inh	SUMO1 PPI mod	STEP inh	Rpn11 inh	NRP1-CendR mod	DNMT1 inh
O=C1C2C3C=CC(C4CC34)C2C(=O)N1c1ccc2c(c1)OCO2 (stereo not drawn)	7	0.6	6	-2	0	1	-2	i	-1	5
CCc1ccc(-c2cc(C)no2)cc1S(=O)(=O)N1CCN(c2ccccc2F)CC1	-11	4.8	20	-5	-2	7	3	i	-7	0
c1cc2c(cc1CNc1ccc(N3CCOCC3)cc1)OCO2	-7	1.4	-14	9	-5	-5	0	i	1	-3
CC1C(=O)N2CCCc3cc(NC(=O)CC(C)(C)C)cc1c32 (stereo not drawn)	-7	0.4	14	1	-3	3	-1	i	-1	3
O=C(C1Cc2ccccc2CN1C(=O)c1ccccc1)N1CCN(c2ccccc2)CC1 (stereo not drawn)	47	3.3	-12	8	0	-2	2	i	-14	18
Cc1nc2ccc(C(=O)N3CCN(c4ccccc4)CC3)cc2s1	-4	-1.5	2	-8	-2	2	3	i	1	-2
CCn1c(SCc2ccc(C(=O)Nc3nccs3)cc2)nnc1-c1ccc(NC(C)=O)cc1	3	-4.8	4	-10	8	6	5	i	14	0
O=C1C(Cl)=C(NCCc2ccccc2)C(=O)N1CCc1ccccc1	-6	1.6	24	-4	-1	-3	3	i	-17	9
Cc1ccccc1CC(=O)N1CC(C)OC(C)C1 (stereo not drawn)	-4	-2.0	-2	0	-4	7	2	i	2	-2
Cc1ccc(C(O)c2ncc(-c3ccc(F)cc3)[nH]2)cc1F (stereo not drawn)	/	-0.8	1	2	-5	2	0	i	-14	-12
O=[N+]([O-])c1ccccc1SN(Cc1ccccc1)c1ccccn1	-8	3.8	9	-1	2	-6	-1	i	8	0
CCC1CCCCN1CCCNC(=O)c1cn(CC(C)C)c(=O)c2cc(OC)c(OC)cc12 (stereo not drawn)	-2	3.4	2	-10	-5	-1	2	i	-3	-1
CCC1(c2ccc(Cl)cc2)NC(=S)N(c2ccccc2)N1 (stereo not drawn)	-3	1.2	-5	3	3	-1	-2	i	7	0
O=C(Nc1nc(-c2cccs2)c(-c2cccs2)s1)C1(c2ccccc2)CC1	-8	0.2	-3	-11	5	0	1	i	2	-3
CCN1C(=O)/C(=C/c2ccc(C)s2)NC1=S	-12	-3.0	15	1	-2	-15	-1	i	-12	-2
COc1ccc(C2c3c(oc4ccccc4c3=O)C(=O)N2c2ccc(C)cn2)cc1OC (stereo not drawn)	-8	1.0	4	-1	7	-26	2	i	8	1
O=C(NCc1cccs1)c1ccc(Cl)c(S(=O)(=O)N2CCOCC2)c1	/	2.7	10	3	-2	6	1	i	31*	16
C[C@H](O)[C@@H]1C(=O)N2CCc3c([nH]c4ccccc34)[C@@H]2C[C@@H]1N(C)S(=O)(=O)c1ccccc1	/	1.2	5	-4	3	-3	2	i	-20	-1
COc1ccc2c(c1)O[C@H]1c3ccc(O)cc3OC[C@@H]21	1	-1.4	1	3	1	9	-3	i	6	-4
O=C(/C(=N/N=C/c1ccc(O)c(O)c1O)c1ccccc1)c1ccccc1	-8	5.0	3	-6	11	-15	2	i	17	-30
O=C(Nc1ccc(F)cc1)C(CCc1ccccc1)N1CCN(c2ccncc2)CC1 (stereo not drawn)	/	1.3	-7	4	/	-16	/	/	13	/
CCN1CCc2c(sc(NC(=O)Cc3ccccc3)c2C(=O)OC)C1	2	-0.3	6	-1	-4	2	1	i	-7	2
O=C(NCc1cccc(F)c1)C1CCC(=O)N(C2CC2)C1 (stereo not drawn)	-8	-1.0	-4	-1	3	1	0	i	17	1
Cc1cccc(N(CC(=O)NC2CCCC2)C(=O)CS(=O)CC(=O)Nc2ccc3c(c2)OCO3)c1 (stereo not drawn)	2	-1.0	7	5	-1	3	-3	i	-5	-1
COC(=O)CN1CCN(C(c2ccccc2)c2ccccc2)CC1	-6	-2.1	10	-6	3	-1	0	i	6	1
CC1CCCN(C(=O)COC(=O)c2ccc[nH]c2=O)C1 (stereo not drawn)	-4	1.4	-47	1	1	1	-2	i	9	1
CN1CCN(c2cc(-c3ccccc3)nc3cc(-c4ccc(F)cc4)nn23)CC1	3	0.6	0	-3	-3	-1	7	i	11	-14
CC(=O)NCCNC(=O)C1Cc2c(-c3ccc4c(c3)OCO4)ccnc2O1 (stereo not drawn)	/	-1.2	-2	0	0	2	-3	i	-4	3
Cc1cccc2c(=O)cc(C)n(CC(N)=O)c12	-8	-2.0	4	5	2	1	0	i	-3	1
CCCOc1ccc(OCC(=O)c2[nH]c(C)c(C(C)=O)c2C)cc1	1	-1.5	2	1	-4	0	-1	i	41*	2
CCn1cc(CN2CCC(n3nccc3NC(=O)CCCc3ccccc3)CC2)cn1	-6	-0.4	2	1	-1	1	-1	i	2	1
O=C(N/N=C/c1ccccc1)c1cc[n+]([O-])cc1	-9	-0.2	14	3	-2	-9	-2	i	-3	0
O=C(CCCC(=O)c1ccc(O)cc1)c1ccc(O)cc1	-3	0.4	11	-4	-3	0	-2	i	8	-1
Cn1c(CCN2CCCCC2)nc2cc([N+](=O)[O-])ccc21	-12	1.0	-9	-4	-3	-20	0	i	7	1
FC(F)(F)c1cnc(-c2cnc3c(-c4ccc(Cl)cc4)cnn3c2)c(Cl)c1	-14	-1.8	-5	7	-8	3	-2	i	4	7
CCCCNCC(O)(c1ccc(Cl)cc1)c1ccc(Cl)cc1	1	0.1	-1	14	1	2	1	i	-4	5
CCC1CCCCN1C(=O)CSc1nc(N)cc(=O)[nH]1 (stereo not drawn)	-3	0.4	10	-2	7	5	-2	i	3	2
CCN(CC)S(=O)(=O)c1ccc(C2=NOC3(C2)N(C)c2ccccc2C3(C)C)cc1 (stereo not drawn)	-9	2.8	11	5	-3	-2	1	i	0	-4
COc1cccc(C(C)(O)c2nc(-c3ccc(F)cc3OC)cs2)c1 (stereo not drawn)	/	-0.4	11	-2	-10	2	-3	i	6	12
CCOC(=O)N1CCN(C(=O)C[C@@H]2C[C@@]3(C(=O)OCC)CCC=C3N(Cc3cccc4ccccc34)C2=O)CC1	/	0.9	0	0	3	-1	/	/	-9	/
CCc1c(O)nc(SCC(=O)Nc2ccccc2)n(-c2ccccc2C)c1=O	/	1.9	26	1	-4	-5	-2	i	-3	-2
Cc1cccc(Nc2nc(N)nc(CN3CCN(c4ccccc4F)CC3)n2)c1	-7	-0.7	-2	5	-1	2	-1	i	9	-8
Cc1cc(C)nc(/N=C(\N)Nc2ccc(OCc3ccccc3)cc2)n1	8	1.9	1	-4	-3	5	0	i	7	-3
CC(=O)C1=C(C)NC(SCC(N)=O)=C(C#N)C1c1ccco1 (stereo not drawn)	4	-0.9	-3	2	-4	-3	-2	i	-3	-3
Cc1ccc(S(=O)(=O)c2nc(-c3cccs3)oc2SCC(N)=O)cc1	-8	0.5	-22	-5	-4	0	-1	i	-27	-11
O=S1(=O)c2ccccc2OC(COCc2ccccc2)CN1C1CC1 (stereo not drawn)	-7	-0.2	2	1	-2	0	3	i	-1	1
OCCCc1nc2ccccc2n1CCCCOc1ccccc1	-10	2.3	4	-5	-4	3	-3	i	10	-1
COCCn1c(C)cc(C2=NNC(=NC3CC3)SC2)c1C	-5	0.5	4	0	2	3	-1	i	3	-6
Cc1ccc(C)c(NC(=O)CSc2nnc([C@@H]3CCCN3C(=O)OC(C)(C)C)o2)c1	-5	0.3	10	1	0	2	-2	i	3	4
CC(=O)OC(C(=O)NCc1ccco1)c1ccncc1 (stereo not drawn)	3	0.1	11	-3	0	2	0	i	4	-2
COc1ccc(N2CCN(CCCNC(=O)CCC(=O)N3CCOc4ccc(Cl)cc43)CC2)cc1	-6	-5.3	-1	-1	-6	-6	-1	i	8	4
CCN1CCN(C(=O)c2ccc3c(=O)n(CCC4=CCCCC4)c(=O)[nH]c3c2)CC1	5	-1.2	11	1	-8	-4	0	i	-4	0
CC(C)NC(=O)CCCc1cn(C)c2ccccc12	0	1.3	9	7	4	0	1	i	-4	1
CCn1cc(C(=O)NCC2CCCO2)c(=O)c2cc(F)c(N3CCN(C)CC3)cc21 (stereo not drawn)	0	0.2	-5	8	0	-1	5	i	-3	1
O=C1NCCN/C1=C\C(=O)c1ccc(F)cc1	-11	-1.1	-2	-1	-6	-18	-3	i	1	-1
N#C/C(=C\c1c(N(Cc2ccccc2)Cc2ccccc2)nc2ccccn2c1=O)C(N)=O	56*	1.5	-8	-8	-4	-20	2	i	-2	-3
Clc1cccc(Cl)c1Cn1cnc2c(N3CCCCCC3)ncnc21	-2	3.4	5	-18	5	-1	3	i	3	-4
CCOc1cc(CNCCCN2CCOCC2)ccc1OCC(=O)Nc1cccc2ccccc12	6	-4.3	3	6	-7	-2	-4	i	4	0

Record cards, as listed above. Order of values: Scp1 inh	LMPTP inh	SKN-1 inh	MT1-MMP act inh	NadD inh	SUMO1 PPI mod	STEP inh	Rpn11 inh	NRP1-CendR mod	DNMT1 inh
O=C(CCCC(=O)c1ccc(O)cc1)c1ccc(O)cc1 in the list: -3	0.4	11	-4	-3	0	-2	i	8	-1
CCCCNCC(O)(c1ccc(Cl)cc1)c1ccc(Cl)cc1 in the list: 1	0.1	-1	14	1	2	1	i	-4	5
